Screening results (PubChem)
T cruzi growth – inhibitors of T. cruzi proliferation. T. cruzi beta-gal in NIH3T3, GalScreen luminescence, 90 h. inhibition, % at 8.34 µM. 77,000 compounds, 5.9% hits;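 active means mean inhibition above about 93%, with at least 55% of replicates each passing it, limit read from the data, passing the limit was not always enough; inconclusive means only one of those two conditions holds; inactive means neither condition holds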
GASC1 inh – KDM4C (human) demethylase inhibition. Q9H3R0. AID 720574. inhibition, % at 12.5 µM. GST-KDM4C 2-372, H3K9me3 peptide, LANCE TR-FRET. 96,000 compounds, 0.15% hits;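 active means mean replicate inhibition above about 25%, with at least 55% of replicates also reaching it, limit read from the data, passing the limit was not always enough; inconclusive means only one of those two conditions met; inactive means neither condition met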
Target sequence (Q9H3R0 2-372 limits assumed): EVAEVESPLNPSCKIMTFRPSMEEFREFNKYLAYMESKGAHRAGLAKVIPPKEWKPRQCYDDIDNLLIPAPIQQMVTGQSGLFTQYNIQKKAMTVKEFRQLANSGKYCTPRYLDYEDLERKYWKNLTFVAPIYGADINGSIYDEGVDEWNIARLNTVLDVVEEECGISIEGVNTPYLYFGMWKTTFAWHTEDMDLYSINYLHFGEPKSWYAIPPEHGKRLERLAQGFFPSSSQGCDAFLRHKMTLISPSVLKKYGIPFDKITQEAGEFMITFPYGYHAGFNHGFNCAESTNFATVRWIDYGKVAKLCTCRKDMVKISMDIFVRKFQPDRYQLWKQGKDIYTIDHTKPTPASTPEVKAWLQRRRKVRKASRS
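Material: GST-tagged GASC-1 (JMJD2C) catalytic fragment, aa 2-372. Input: enzyme final amount 10 nM. Medium: HEPES buffer, pH 7.5, plus ascorbate. Reagent: H3K9me3 peptide substrate, Fe(II), 2-oxoglutarate. Doses: single dose. Times: reaction 30 min RT, detection step 1 h RT. Measured by: LANCE TR-FRET. Evaluation: Fall in 671/618 emission ratio as inhibition.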
Pf Dd2 inh – inhibitors of Plasmodium falciparum Dd2 growth | P. falciparum Dd2 growth, SYBR Green, 72 h; hits give low values | activity change, % at 10 µM | 94,000 compounds, 2.3% hits; in the data active means activity change below about -80%; inconclusive means no clear call, values can overlap the other calls
C diff HTS – C. difficile growth inhibition. Clostridium difficile clinical isolate growth, OD600, 24 h; hits give low values. growth activity, negative = inhibition, % at 16 µg/mL (by protocol). 86,000 compounds, 0.25% hits;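 active means mean growth activity at or below -80% and every replicate also at or below -80%; inconclusive means mean at or below -80% but some replicate above -80%; inactive means mean growth activity above -80%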;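 further: 0% = DMSO wells and -100% = levofloxacin 16 µg/mL wells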
Numbers without * were called inactive; ? = inconclusive; · = no result given; & = joins results of further samples.

# | structure | T cruzi growth | GASC1 inh | Pf Dd2 inh | C diff HTS
1 | COc1ccc2c3c(n(C)c2c1)[C@@H](CO)N(C(=O)C1CC1)CC31CCN(C(=O)Nc2cccc(F)c2)CC1 | · | -3.1 | -91* | 3
2 | CC(C)NC(=O)N(C)C[C@@H]1Oc2ccc(NS(=O)(=O)c3cn(C)cn3)cc2C(=O)N([C@H](C)CO)C[C@@H]1C | 3 | 10 | -6 | -4
3 | C[C@@H]1CN([C@@H](C)CO)C(=O)c2cc(NC(=O)Nc3ccc(F)cc3)ccc2O[C@@H](C)CCCCO[C@@H]1CN(C)C(=O)C1CCCCC1 | 19 | 0.5 | -85* | 7
4 | COc1ccc(S(=O)(=O)Nc2ccc3c(c2)C(=O)N([C@@H](C)CO)C[C@@H](C)[C@H](CN(C)S(C)(=O)=O)O3)cc1 | -6 | 0.8 | 10 | 5
5 | COc1ccc(NC(=O)Nc2ccc3c(c2)CC(=O)N([C@H](C)CO)C[C@H](C)[C@H](CN(C)C(=O)NC(C)C)O3)cc1 | -4 | 1.3 | 17 | -2
6 | O=C(Nc1cccc(F)c1)N1C[C@H]2[C@@H](c3ccccc31)[C@H](CO)N2C(=O)C1CCOCC1 | -35 | -0.6 | -10 | 1
7 | COc1ccc(NC(=O)N(C)C[C@@H]2OCCCC[C@@H](C)Oc3ccc(NS(=O)(=O)c4ccc(C)cc4)cc3C(=O)N([C@@H](C)CO)C[C@H]2C)cc1 | 59 | 5.5 | 5 | ·
8 | CO[C@H]1CC[C@H]2CCOc3c(C#N)cccc3C(=O)N(C)C[C@H](c3ccccc3)CC(=O)N(C)C[C@H]1O2 | 49 | -0.8 | 8 | ·
9 | C[C@@H]1CN([C@H](C)CO)C(=O)c2cc(-c3ccc(F)cc3)cnc2O[C@H]1CN(C)CC1CCOCC1 | -46 | -1.4 | 25 | 0
10 | COc1ccc(NC(=O)N(C)C[C@H]2OCCCC[C@@H](C)Oc3ccc(NS(=O)(=O)c4c(C)noc4C)cc3C(=O)N([C@H](C)CO)C[C@@H]2C)cc1 | 31 | 1.1 | -20 | -6
11 | O=C(C[C@H]1CC[C@@H]2[C@H](COC[C@H](O)CN2C(=O)c2ccc3c(c2)OCO3)O1)NC1CCCC1 | 30 | 0.3 | 8 | 10&6
12 | CO[C@@H]1CN(C)C(=O)c2ccc(NS(=O)(=O)c3cn(C)cn3)cc2OC[C@@H](C)N(Cc2cccc(C(F)(F)F)c2)C[C@H]1C | 13 | 1.4 | 8 | ·
13 | CCC(=O)N[C@H]1C=C[C@@H](CC(=O)NCC2CCCCC2)O[C@@H]1CO | 2 | 0.4 | -31 | ·
14 | CN1CCN(C(=O)C[C@@H]2C[C@@H]3c4cc(NC(=O)Nc5ccc(C(F)(F)F)cc5)ccc4O[C@@H]3[C@@H](CO)O2)CC1 | -8 | -0.4 | -41 | 8
15 | O=C(C1CCCCC1)N1[C@H](CO)[C@H]2c3ccccc3N(S(=O)(=O)c3ccccc3)C[C@H]21 | 36 | -0.7 | -9 | -8
16 | CO[C@H]1CN(C)C(=O)c2cc(NC(=O)NC(C)C)ccc2OC[C@H](C)N(Cc2ccccn2)C[C@@H]1C | 3 | 0.0 | 22 | ·
17 | C[C@@H]1CN([C@@H](C)CO)C(=O)c2cc(NC(=O)Nc3ccc(C(F)(F)F)cc3)ccc2O[C@@H](C)CCCCO[C@H]1CN(C)C | 14 | 6.2 | 15 | 13
18 | CCCNC(=O)[C@H]1[C@H](CO)[C@H]2Cn3c(cccc3=O)[C@H]2N1Cc1ccccc1Cl | 34 | 2.1 | · | 0
19 | COc1ccccc1NC(=O)N1CCCCN2[C@H](CO)[C@H](c3ccc(C#Cc4ccccc4)cc3)[C@H]2C1 | 58 | -3.3 | -79 | 12
20 | O=C(Nc1ccc2c(c1)[C@@H]1C[C@@H](CC(=O)N3CCCCC3)O[C@@H](CO)[C@@H]1O2)c1ccc2c(c1)OCO2 | 22 | 0.1 | -23 | 4
21 | CN1C(=O)c2cc(NC(=O)C3CC3)ccc2OC[C@@H]2O[C@@H](CC(=O)NCCc3ccncc3)CC[C@@H]21 | -20 | -1.3 | -2 | 0
22 | C[C@H](CO)N1C[C@H](C)[C@H](CN(C)S(=O)(=O)c2ccc(Cl)cc2)Oc2ccc(NC(=O)Nc3ccc(C(F)(F)F)cc3)cc2C1=O | 77 | -2.4 | 0 | 12
23 | CNC(=O)C[C@@H]1CC[C@H]2[C@@H](COc3ccc(NC(=O)Nc4cccc(C)c4)cc3C(=O)N2C)O1 | 22 | 0.6 | -1 | -5
24 | CCNC(=O)C[C@@H]1CC[C@H]2[C@@H](COC[C@H](O)CN2C(=O)Nc2ccc(Cl)c(Cl)c2)O1 | 34 | -0.6 | 3 | ·
25 | C[C@@H]1CN([C@@H](C)CO)C(=O)c2cc(/C=C/c3ccccc3)cnc2O[C@H]1CN(C)C(=O)c1ccncc1 | 28 | -2.2 | 3 | 0
26 | CCNC(=O)C[C@@H]1CC[C@H]2[C@@H](COC[C@H](O)CN2C(=O)c2cc(Cl)cc(Cl)c2)O1 | · | 3.4 | 11 | -7&-10
27 | C[C@H](CO)N1C[C@H](C)[C@H](CN(C)Cc2ccc(C(=O)O)cc2)Oc2c(NS(=O)(=O)c3cccs3)cccc2C1=O | -70 | 1.9 | 13 | ·
28 | C[C@@H]1CCCCO[C@H](CN(C)S(=O)(=O)c2ccccc2)[C@@H](C)CN([C@@H](C)CO)C(=O)c2cc(NC(=O)CCC(F)(F)F)ccc2O1 | 78 | -5.6 | -62 | 17
29 | O=C(C[C@@H]1CC[C@@H]2[C@H](COC[C@H](O)CN2C(=O)c2ccccc2F)O1)NCc1ccc(Cl)c(Cl)c1 | 13 | -0.9 | 4 | 1&-3
30 | COc1ccc(S(=O)(=O)Nc2ccc3c(c2)C(=O)N([C@@H](C)CO)C[C@H](C)[C@H](CN(C)Cc2ccc(-c4ccccc4)cc2)O3)cc1 | ? | -2.3 | 9 | 32
31 | CO[C@@H]1CN(C)C(=O)c2cc(NC(=O)Nc3cccc(Cl)c3)ccc2OC[C@@H](C)N(C(=O)Nc2c(C)noc2C)C[C@H]1C | 30 | -0.3 | · | ·
32 | Cc1cccc(S(=O)(=O)N2C[C@H](O)COC[C@@H]3O[C@@H](CC(=O)NCc4ccc5c(c4)OCO5)CC[C@H]32)c1 | 25 | -1.6 | -34 | ·
33 | CCCNC(=O)N1C[C@@H]2[C@H](c3ccccc31)[C@@H](CO)N2Cc1ccccc1F | 10 | -1.5 | -4 | 0
34 | CCCC(=O)Nc1ccc2c(c1)C(=O)N(C)[C@H]1CC[C@H](CC(=O)Nc3ccccc3)O[C@H]1CO2 | 23 | 2.7 | 1 | 3
35 | C[C@@H]1CCCCO[C@H](CN(C)C(=O)NC2CCCCC2)[C@@H](C)CN([C@H](C)CO)C(=O)c2cc(NC(=O)Nc3ccc(F)cc3)ccc2O1 | 69 | -1.7 | -1 | 2
36 | COc1cccc(NC(=O)C[C@@H]2CC[C@H]3[C@H](COc4ccc(NC(=O)C5CCOCC5)cc4C(=O)N3C)O2)c1 | 22 | 1.9 | 4 | ·
37 | COc1ccc(NC(=O)Nc2ccc3c(c2)C(=O)N([C@H](C)CO)C[C@@H](C)[C@H](CN(C)CC2CCCCC2)O3)cc1 | 44 | -0.2 | -4 | 2
38 | C[C@@H]1CN([C@H](C)CO)S(=O)(=O)c2ccc(-c3ccc(C#N)cc3)cc2O[C@H]1CN(C)Cc1ccccn1 | · | 0.4 | -22 | 4
39 | C[C@@H]1CN([C@@H](C)CO)S(=O)(=O)c2ccc(-c3ccccc3)cc2O[C@@H]1CN(C)C(=O)C1CC1 | 63 | -0.2 | 31 | -4
40 | C[C@H](CO)N1C[C@H](C)[C@@H](CN(C)S(=O)(=O)c2cccs2)Oc2ccc(NC(=O)c3ccncc3)cc2C1=O | -11 | -1.3 | 12 | ·

One compound at a time, as listed above. Values in the order: T cruzi growth, GASC1 inh, Pf Dd2 inh, C diff HTS
Listed for O=C(C[C@@H]1CC[C@@H]2[C@H](COC[C@H](O)CN2C(=O)c2ccccc2F)O1)NCc1ccc(Cl)c(Cl)c1 : 13, -0.9, 4, 1&-3
Listed for C[C@H](CO)N1C[C@H](C)[C@H](CN(C)Cc2ccc(C(=O)O)cc2)Oc2c(NS(=O)(=O)c3cccs3)cccc2C1=O : -70, 1.9, 13, ·
Listed for Cc1cccc(S(=O)(=O)N2C[C@H](O)COC[C@@H]3O[C@@H](CC(=O)NCc4ccc5c(c4)OCO5)CC[C@H]32)c1 : 25, -1.6, -34, ·
Listed for CO[C@@H]1CN(C)C(=O)c2cc(NC(=O)Nc3cccc(Cl)c3)ccc2OC[C@@H](C)N(C(=O)Nc2c(C)noc2C)C[C@H]1C : 30, -0.3, ·, ·
Listed for C[C@@H]1CN([C@@H](C)CO)C(=O)c2cc(/C=C/c3ccccc3)cnc2O[C@H]1CN(C)C(=O)c1ccncc1 : 28, -2.2, 3, 0

Next entries follow:
# | structure | T cruzi growth | GASC1 inh | Pf Dd2 inh | C diff HTS
41 | COc1ccc2c3c([nH]c2c1)[C@@H](CO)N(C(=O)C1CCOCC1)CC31CN(Cc2cccc(F)c2)C1 | · | -1.3 | -29 | 58
42 | C[C@@H]1CN([C@H](C)CO)C(=O)CCCn2nncc2CO[C@H]1CN(C)Cc1ccc2cccnc2c1 | 4 | · | -10 | -4
43 | C[C@H](CO)N1C[C@H](C)[C@H](CN(C)C)Oc2ccc(NC(=O)Nc3ccccc3)cc2CC1=O | -30 | 0.6 | 13 | -4
44 | C[C@H]1CN([C@@H](C)CO)C(=O)c2cc(C#CC3CCCC3)cnc2O[C@H]1CN(C)C(=O)Cc1ccccn1 | 95&94 | 3.3 | 18&0 | -2&7
45 | COc1ccc(S(=O)(=O)Nc2ccc3c(c2)CC(=O)N([C@H](C)CO)C[C@@H](C)[C@H](CN(C)C(=O)Nc2ccccc2)O3)cc1 | 35 | -0.8 | 17 | -4
46 | C[C@@H]1CN([C@@H](C)CO)C(=O)CCCn2nncc2CO[C@@H]1CN(C)Cc1ccncc1 | -1 | 1.0 | 15 | -4
47 | CO[C@H](CN(C)S(=O)(=O)c1ccc(C)cc1)[C@@H](C)CN(C(=O)Nc1ccccc1F)[C@@H](C)CO | 18 | -0.5 | 19 | ·
48 | COc1ccc(CN(C)C[C@@H]2OCCCC[C@H](C)Oc3ccc(NS(=O)(=O)c4ccc(F)cc4)cc3C(=O)N([C@@H](C)CO)C[C@H]2C)cc1 | 44 | 1.5 | -54 | 7
49 | O=C(C1CCCC1)N1[C@@H](CO)[C@@H](c2ccccc2)C12CN(CCC(F)(F)F)C2 | · | 2.1 | -11 | 7
50 | C/C=C/c1ccc2c(c1)O[C@@H](CN(C)C(=O)C1CC1)[C@H](C)CN([C@@H](C)CO)S2(=O)=O | -58 | -2.2 | 6 | -1
51 | C[C@H](CO)N1C[C@H](C)[C@H](CN(C)Cc2ccccc2)Oc2ccc(NC(=O)c3ccncc3)cc2CC1=O | 42 | 0.0 | 14 | 5
52 | Cc1noc(C)c1S(=O)(=O)N(C)C[C@@H]1Oc2ccc(NS(=O)(=O)c3cn(C)cn3)cc2CC(=O)N([C@H](C)CO)C[C@H]1C | -12 | 0.8 | 1 | -4
53 | O=C(NCCc1ccncc1)[C@@H]1[C@@H](CO)[C@@H]2Cn3c(ccc(-c4ccncc4)c3=O)[C@@H]2N1C(=O)C1CC1 | 54 | -0.6 | 12 | 5
54 | O=C(C[C@@H]1C=C[C@@H](NC(=O)C2CC2)[C@H](CO)O1)Nc1ccccc1 | 23 | -0.5 | 15 | -1
55 | C[C@H](O)C#Cc1ccc2c(c1)O[C@H](CN(C)C(=O)CC1CC1)[C@@H](C)CN([C@@H](C)CO)S2(=O)=O | 6 | · | · | -1
56 | Cc1ccc(S(=O)(=O)Nc2cccc3c2O[C@@H](CN(C)C(=O)Nc2ccc(C(F)(F)F)cc2)[C@@H](C)CN([C@H](C)CO)C3=O)cc1 | 67 | 3.4 | -14 | 10
57 | COc1ccc(S(=O)(=O)N(C)C[C@@H]2Oc3cc(C#CC4CCCC4)ccc3S(=O)(=O)N([C@@H](C)CO)C[C@@H]2C)cc1 | 67 | -1.9 | -75 | 7
58 | CN1C(=O)c2cc(NC(=O)Cc3ccccc3)ccc2OC[C@@H]2O[C@@H](CC(=O)NCc3ccc(Cl)cc3)CC[C@H]21 | -14 | 5.4 | -17 | -3
59 | C[C@@H]1CN([C@H](C)CO)S(=O)(=O)c2ccc(C#Cc3cccnc3)cc2O[C@@H]1CN(C)C(=O)Nc1ccc2c(c1)OCO2 | ? | -0.2 | -63 | -10
60 | COc1ccc(CN(C)C[C@H]2OCCCC[C@H](C)Oc3ccc(NC(=O)c4ccncc4)cc3C(=O)N([C@@H](C)CO)C[C@@H]2C)cc1 | -33 | -0.5 | -22 | -4
61 | C[C@H]1CN([C@@H](C)CO)C(=O)c2cc(NS(=O)(=O)c3ccc(Cl)cc3)ccc2O[C@H]1CN(C)Cc1ccc(-c2ccccc2)cc1 | 31 | 0.2 | 10 | 10
62 | CCS(=O)(=O)Nc1ccc2c(c1)C(=O)N(C)[C@H]1CC[C@H](CC(=O)NC3CCCCC3)O[C@@H]1CO2 | -19 | 2.3 | 5 | 8
